bIAP activator = increases bovine intestinal alkaline phosphatase activity; purified bovine IAP, CDP-star luminescence, 30 min; active compounds read high; fold of DMSO-control signal, blank-subtracted; activation factor at 20 µM; hit rate 0.17% among 200,000; AID 1016;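 active = activation factor of 2 or more at 20 µM, a signal rise over negative controls twice the positive control's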
PMI act = increases human mannose-6-phosphate isomerase activity; P34949; purified human PMI, coupled resazurin fluorescence, 20 min; active compounds read high; 1 = vehicle control, 0 substrate-free wells; activation factor at 20 µM; hit rate 0.005% among 190,000; AID 1214;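 active = activation factor of 2 or more at 20 µM, relative to plate controls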
Target sequence (P34949 whole entry, looked up): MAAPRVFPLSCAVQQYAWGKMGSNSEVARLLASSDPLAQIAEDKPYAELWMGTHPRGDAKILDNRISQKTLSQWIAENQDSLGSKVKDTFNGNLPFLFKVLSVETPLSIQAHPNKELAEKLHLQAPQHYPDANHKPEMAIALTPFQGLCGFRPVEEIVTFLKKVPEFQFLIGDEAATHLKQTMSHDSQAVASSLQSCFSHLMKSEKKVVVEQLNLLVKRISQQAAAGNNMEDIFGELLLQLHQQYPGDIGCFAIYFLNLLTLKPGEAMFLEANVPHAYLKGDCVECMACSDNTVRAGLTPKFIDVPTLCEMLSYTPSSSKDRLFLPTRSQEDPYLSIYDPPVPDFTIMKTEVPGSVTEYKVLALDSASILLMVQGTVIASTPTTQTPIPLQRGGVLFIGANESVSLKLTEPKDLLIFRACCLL
FLuc inhib CS = Photinus pyralis luciferase inhibition counter-screen | P08659 | ATPLite firefly luciferase biochemical luminescence, 10 min | inhibition, % at 10 µM | hit rate 1.5% among 200,000;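 active = inhibition above about 50% when tested at 10 µM, limit read from the data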
TNAP inh hi DEA = inhibitors of human TNAP at high phosphate acceptor concentration; P05186; purified TNAP, CDP-star luminescence, 1 M DEA; inhibition, % at 20 µM; hit rate 0.03% among 200,000;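 active = over 50% inhibition of tissue-nonspecific alkaline phosphatase at 20 µM in the single-dose screen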;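 also: plate controls were DMSO wells for no effect and EDTA-quenched wells as full inhibition for full effect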
Target sequence (P05186 whole entry, looked up): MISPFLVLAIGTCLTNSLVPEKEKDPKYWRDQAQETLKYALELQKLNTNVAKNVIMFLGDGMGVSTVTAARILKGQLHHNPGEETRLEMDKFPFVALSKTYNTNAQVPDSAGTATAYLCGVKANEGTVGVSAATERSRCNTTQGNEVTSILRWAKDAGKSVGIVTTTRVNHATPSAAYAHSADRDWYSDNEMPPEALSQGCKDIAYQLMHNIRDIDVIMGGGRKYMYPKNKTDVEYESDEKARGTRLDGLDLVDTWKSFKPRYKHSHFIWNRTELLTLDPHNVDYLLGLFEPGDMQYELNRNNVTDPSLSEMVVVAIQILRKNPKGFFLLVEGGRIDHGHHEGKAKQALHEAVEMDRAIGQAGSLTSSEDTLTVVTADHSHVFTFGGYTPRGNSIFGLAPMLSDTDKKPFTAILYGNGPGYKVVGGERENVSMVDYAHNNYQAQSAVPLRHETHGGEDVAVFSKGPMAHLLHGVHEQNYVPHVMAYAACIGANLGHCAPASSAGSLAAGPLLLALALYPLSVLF
TNAP inh noacc = TNAP (human) inhibition, acceptor-free conditions. P05186. hit rate 0.26% among 200,000. inhibition, % at 20 µM. purified TNAP, CDP-star luminescence, 30 min;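 active = tissue-nonspecific alkaline phosphatase inhibition above about 50% at 20 µM in the single-dose screen, limit read from the data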;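 also: 0% = DMSO negative control and 100% = EDTA positive control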
PMI act satM6P = activators of human phosphomannose isomerase at near-saturating mannose 6-phosphate; P34949; coupled PMI enzyme assay, resazurin fluorescence, 20 min; active compounds read high; 1 = untreated enzyme, 0 = substrate-free blank; activation factor at 20 µM; hit rate 0.34% among 190,000; AID 1216;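 active = activation factor of 2 or more at 20 µM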
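Material: human phosphomannose isomerase with PGI, G6PDH, diaphorase coupling enzymes / Reagent: Man-6-P substrate 1.0 mM / Dosing: single compound dose of 20 µM, 1% DMSO final / Incubation: enzyme reaction with compound 20 min at room temperature / Signal: resorufin fluorescence (Ex 544/Em 590 nm) from resazurin via diaphorase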
TNAP act hiacc = increases human TNAP activity under high phosphate acceptor concentration. purified TNAP, CDP-star luminescence, 1 M DEA, 30 min; active compounds read high; 0 = EDTA background, 1 = DMSO-only activity. activation factor at 20 µM. 200,000 tested, under 10 active. AID 1136;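 active = activation factor at least 2 at 20 µM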
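Assay system: human TNAP; Input: enzyme diluted 1/800 final; Reagent: CDP-star luminogenic substrate at 100 µM final; Timing: 30 min, room temperature; Signal: luminescence; Evaluation: TNAP activation factor scaled between EDTA and DMSO control wells.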
APP 5'UTR act = APP 5'UTR luciferase reporter activation; SH-SY5Y APP 5'UTR luciferase reporter, luminescence; zero percent = DMSO vehicle wells; activation, % at 2 µM; hit rate 1% among 190,000;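 active = activation above a set limit, based on mean plus 3 SD of controls, cut at about 140% in these data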; also: values of inactives mirror those of a sister screen read the other way
NF-kB neuron act = raises NF-kB expression in human neuronal cells. fold change at 12.5 µM. NF-kB reporter expression; active compounds read high. hit rate 1.6% among 190,000. AID 1239; in the data active = fold change above about 3.3
FLuc stim CS = firefly luciferase counter-screen for stimulation assays; AID 1027; activation factor at 10 µM; ATPlite luciferase biochemical, luminescence, 10 min; 0 = ATP-free wells, 1 = DMSO control; P08659; 200,000 tested, under 10 active;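 active = luciferase activation factor, scaled between plate controls, of at least 2 with compound at 10 µM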
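Material: Luciferase/luciferin reagent mix; Doses: test compounds dosed from 2 mM stocks in 100% DMSO; Schedule: 10 min incubation after luciferase reagent addition, room temperature; Measured by: luminescence from luciferase reaction; Read-out: luminescence gain marking luciferase activators.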
Numbers without * were called inactive; · = no result given.

SMILES	bIAP activator	PMI act	FLuc inhib CS	TNAP inh hi DEA	TNAP inh noacc	PMI act satM6P	TNAP act hiacc	APP 5'UTR act	NF-kB neuron act	FLuc stim CS
Cc1nn(-c2ccccc2)c2c1C(c1ccc3c(c1)OCO3)SCC(=O)N2 (stereo not given)	1.1	1.1	-4	-1	-18	1.1	1	8	0.83	1
Cc1ccc2c(c1)CC1(CN2C)C(=O)NC(=O)N(CCc2ccccc2)C1=O (stereo not given)	0.9	1.8	-1	-1	-2	2.1*	1	-1	1.3	1
c1ccc2c(CCNC3CCCCC3)c[nH]c2c1	1.1	1	15	-3	-17	1	1	9	1.2	0.8
O=C1NC(=O)C(CCc2ccncc2)(Cc2cccc(Cl)c2Cl)C(=O)N1c1ccc(Br)cc1 (stereo not given)	0.5	0.9	-8	-4	-18	0.9	1	-7	0.92	1.1
CCC(C)N=Cc1c(O)n(-c2ccccc2)c(=O)[nH]c1=O (stereo not given)	0.9	1	-5	-5	-24	1.1	1	17	0.95	1
CCOc1cccc(CNC2CN3CCC2CC3)c1 (stereo not given)	1.1	1	-9	-6	-9	1	1.1	-6	1.4	1.1
O=C1NC(=O)C(=Cc2cc(Cl)ccc2OCc2ccc(C(=O)O)cc2)C(=O)N1	1	1.2	-1	-2	-2	1.2	1	8	1.1	1
CCn1nc(/C=C/c2ccccc2)nc2c(=O)n(C)c(=O)nc1-2	0.8	0.6	-4	2	4	0.5	1	41	0.24	1
O=c1[nH]c(=O)n(Cc2ccccc2)c(O)c1C=NCCN1CCOCC1	1	1.1	0	-1	-4	1.2	1	1	1	1
COC(=O)C(O)(c1c[nH]c2ccccc12)C(F)(F)F (stereo not given)	1	1	-9	-4	-10	1	1	19	1	1.1
O=C(NC1CN2CCC1CC2)c1cc(Cl)c([N+](=O)[O-])c2nc[nH]c12 (stereo not given)	1	0.9	-6	1	2	0.8	1	23	0.45	1.1
CCCC/C(=N/O)c1c(C)[nH]c2ccccc12	0.9	0.9	-4	-5	-2	0.9	1	18	0.97	1
Cc1ccc(C(O)(C(=O)NNC(=O)CN2CCN(C)CC2)c2ccc(C)cc2)cc1	0.9	0.9	1	-3	-208	0.9	1	8	1.1	1
OC(c1ccccc1)(c1ccccc1)C1CCCN1 (stereo not given)	1.3	1.1	-7	-4	-14	1.1	1	13	1.4	1.1
Nc1c(C(=O)OC2CCCCC2)c2nc3ccccc3nc2n1CC1CCCO1 (stereo not given)	1	0.8	-5	-5	-18	0.8	1.1	-4	0.49	1.1
N=C(N)c1c(O)n(C2CCCCC2)c(=O)n(C2CCCCC2)c1=O	0.9	0.8	-7	-4	2	0.9	1	-8	0.76	1.1
O=C(C1CC(c2ccc(Cl)c(Cl)c2)=NO1)N1CCC2(CC1)OCCO2 (stereo not given)	0.9	0.9	-1	-8	-3	0.9	1.1	70	2.4	1
COc1ccc(CN2C(=O)CC(=O)NC2=S)cc1	1.1	·	-3	-1	-4	·	1	-4	1.1	1
CSc1nnc([C@@H](N)Cc2ccccc2)o1	0.9	1	-4	-3	-9	1	1	-18	1	1
CC(Cc1ccccc1Sc1ccc(O)cc1)N(C)C (stereo not given)	0.9	1.1	-1	0	-6	1.1	1	1	1.4	1
COc1ccccc1NC1=NCCS1	1	1	-8	-4	-11	1	1	23	0.85	1.1
COc1ccc(C=O)cc1O	0.9	1.1	-6	-6	-7	1.2	1.1	3	1.2	1.1
O=C(CN1CC(c2ccccc2)CC1=O)Nc1cccc(F)c1 (stereo not given)	1	1	-13	-4	-3	1	1	2	2.1	1.1
CN1C(=O)C(Cc2nc3ccccc3c(=O)n2-c2ccccc2)c2ccccc21 (stereo not given)	1	1	-6	-7	-10	1	1.1	5	0.85	1.1
COc1ccc(CC2(CCc3ccccn3)C(=O)NC(=O)N(c3ccccc3C)C2=O)cc1OC (stereo not given)	1	·	-2	1	-7	·	1	-2	1.1	1
CC(=NCCCN1CCOCC1)c1c(O)n(Cc2ccccc2)c(=O)[nH]c1=O	1.1	1	-1	-3	-8	1.2	1	-7	1	1
COC(=O)c1ccc(N2C(=O)CC(N3CCC(n4c(=O)[nH]c5ccccc54)CC3)C2=O)cc1 (stereo not given)	0.9	0.9	0	2	15	0.9	1	-1	0.98	1
O=c1[nH]c(=O)n(Cc2ccco2)c(O)c1C=NC1CC1	0.9	0.9	-5	0	-6	1	1	25	0.93	1
CCOC(=O)C(O)(c1ccc(N)c(OC)c1)C(F)(F)F (stereo not given)	0.9	1	-3	-7	-10	0.9	1.1	10	1.1	1
Cc1nc2ccccc2c(=O)n1-c1cccc(O)c1	0.8	1	-11	-4	-1	1	1	17	0.91	1.1

Part of the list above, with bars between the fields.
Molecule | bIAP activator | PMI act | FLuc inhib CS | TNAP inh hi DEA | TNAP inh noacc | PMI act satM6P | TNAP act hiacc | APP 5'UTR act | NF-kB neuron act | FLuc stim CS
COc1ccc(CC2(CCc3ccccn3)C(=O)NC(=O)N(c3ccccc3C)C2=O)cc1OC (stereo not given) | 1 | · | -2 | 1 | -7 | · | 1 | -2 | 1.1 | 1
CC(=NCCCN1CCOCC1)c1c(O)n(Cc2ccccc2)c(=O)[nH]c1=O | 1.1 | 1 | -1 | -3 | -8 | 1.2 | 1 | -7 | 1 | 1
COC(=O)c1ccc(N2C(=O)CC(N3CCC(n4c(=O)[nH]c5ccccc54)CC3)C2=O)cc1 (stereo not given) | 0.9 | 0.9 | 0 | 2 | 15 | 0.9 | 1 | -1 | 0.98 | 1
O=c1[nH]c(=O)n(Cc2ccco2)c(O)c1C=NC1CC1 | 0.9 | 0.9 | -5 | 0 | -6 | 1 | 1 | 25 | 0.93 | 1
CCOC(=O)C(O)(c1ccc(N)c(OC)c1)C(F)(F)F (stereo not given) | 0.9 | 1 | -3 | -7 | -10 | 0.9 | 1.1 | 10 | 1.1 | 1

The listing continues:
SMILES	bIAP activator	PMI act	FLuc inhib CS	TNAP inh hi DEA	TNAP inh noacc	PMI act satM6P	TNAP act hiacc	APP 5'UTR act	NF-kB neuron act	FLuc stim CS
Cc1cc(Br)c(NC(=O)CN2CC=C(c3ccccc3)CC2)c(Br)c1	0.9	1	-10	-8	-13	1	1.1	12	1.2	1.1
O=c1c2ccccc2nc(-c2ccco2)n1-c1cccnc1	1	1	-2	-7	-15	1.1	1.1	-8	1.1	1
Cc1ccc(N2C(=O)/C(=C/N3CCN(C(=O)c4ccco4)CC3)C(=O)NC2=S)cc1C	0.9	0.6	-3	-6	2	0.5	1.1	-6	0.99	1
O=c1[nH]c(=O)n(-c2cccc3ccccc23)c(O)c1C=NCc1ccc2c(c1)OCO2	1.1	1	-3	-3	-12	1.1	1	-7	0.89	1
CC(C)N1CCN(Cc2cccc([N+](=O)[O-])c2)CC1	0.9	1	-3	-1	-10	1.1	1	16	1.5	1
CCN1C(=O)C(=C2C=C(C)N(Cc3ccco3)C(C)=C2)C(=O)N(CC)C1=S	1.2	1.1	-9	-8	-17	1	1.1	1	1.1	1.1
Cc1sc2c(c1C)C(c1cccs1)=NCC(=O)N2CC(=O)NCc1cccs1	0.9	1	-2	-2	-9	0.9	1	14	0.86	1
COc1cc2[nH]c(=O)n(-c3ccc(C)cc3)c(=O)c2cc1OC	0.9	1	1	-3	-11	1.1	1	15	1.2	1
CCc1nc2ccccc2c(=O)n1-c1ccccc1[N+](=O)[O-]	0.9	0.8	0	-3	-6	0.9	1	-6	0.92	1
CC1CCCCN1Cc1cccnc1 (stereo not given)	1.1	1.1	-8	-2	-4	1	1	7	1	1.1
CCCCn1c(NC(=O)c2ccco2)c(C(=O)OCC)c2nc3ccccc3nc21	1	0.4	-12	-4	-12	0.4	1	-9	0.79	1.1
O=P(NCc1ccccc1)(Oc1ccccc1)Oc1ccccc1	0.8	0.8	-3	-1	2	0.9	1	19	0.8	1
C(#CCN1CCOCC1)COC/C=C/c1ccccc1	1	1.1	4	6	-2	1.1	0.9	-4	1.1	1
CC(C(O)c1ccccc1)N(C)CCn1cnc2c1c(=O)n(C)c(=O)n2C (stereo not given)	0.9	0.9	1	1	0	0.9	1	-7	1.1	1
O=C1OCCN1P(=O)(c1ccccc1)c1ccccc1	1	1.1	-3	-3	-10	1	1	5	0.94	1
CN1C(=O)NC(=O)/C(=C\c2ccc([N+](=O)[O-])o2)C1=O	1	1.1	-4	7	2	0.7	0.9	4	1.2	1
Cn1c(O)c(C=NCCCNC2CCCCC2)c(=O)n(C)c1=O	1	1	-4	-3	-13	0.9	1	6	1	1
COc1ccc(NC(=O)c2cc([N+](=O)[O-])ccc2N2CCNCC2)cc1	1	0.9	-1	4	3	1	1	15	1.1	1
CCOC(=O)c1nc2ccccc2c(=O)n1-c1ccc(C)cc1C	1	0.9	1	6	0	1	0.9	-1	1.3	1
CCOc1c(Cl)cc(CNCCc2c[nH]c3ccccc23)cc1OC	1	0.8	-1	-9	-4	0.8	1.1	-2	0.79	1
COC(=O)[C@H]1C[C@@H]1[C@H](NP(=O)(c1ccccc1)c1ccccc1)c1ccccc1	0.9	0.9	1	-5	-6	0.8	1	4	0.97	1
Cc1cccc(CN2CCCC(C(=O)c3cccc(OC(C)C)c3)C2)n1 (stereo not given)	1	·	-6	-4	-7	·	1	0	0.85	1.1
Cc1cccc(OCC(=O)N2CCN(Cc3ccncc3)CC2)c1	0.9	1	-7	-5	-6	1.1	1	14	1.2	1.1
O=C(c1ccc2c(=O)n(Cc3ccc4c(c3)OCO4)c(=S)[nH]c2c1)N1CCC2(CC1)OCCO2	1	0.9	-2	-4	-9	0.9	1	-3	1	1
CCOc1ccc2[nH]c(=O)c(CN(CCO)C3(c4nnnn4C4CCCCC4)CCCCC3)cc2c1	0.9	1	-9	-7	-1	0.9	1.1	3	0.65	1.1
O=P(Nc1ccccc1)(Nc1ccccc1)Oc1ccccc1	0.1	1	-8	-5	-9	0.9	1.1	9	0.65	1.1
O=C1NC(=O)N(CCc2ccc(F)cc2)C(=O)/C1=C/c1cccs1	0.8	1	-6	1	7	1.1	1	-15	1.2	1.1
COc1ccc(C(C)=O)cc1CC(C(=O)c1ccc(C)cc1)N(C)C (stereo not given)	0.9	1	-6	-1	-10	1	1	-4	1	1.1
Nc1ccccc1C(=O)OCC(=O)c1ccc2c(c1)OCCO2	1.3	0.9	97*	-2	-10	0.9	1	6	1.7	0
CC(=O)N1CN2CN(C(C)=O)CC(C(=O)c3ccccc3)(C2)C1	1.1	1.1	-2	2	-6	1	1	3	1	1
CN1CCN(c2ncnc3ccc(Br)cc23)CC1	1	0.9	-6	-2	-4	0.9	1	7	0.8	1.1
O=c1c2ccccc2nc(/C=C/c2ccc(O)cc2)n1-c1cccc(O)c1	1	0.9	0	13	9	0.8	0.9	26	0.88	1
Cc1sc(-n2c(C)cc(C=C3C(=O)NC(=O)NC3=O)c2C)c(C#N)c1C	1.1	1.1	-4	3	-1	1.1	1	-11	1.7	1

Two compounds drawn at random from the list so far, as already listed:
SMILES	bIAP activator	PMI act	FLuc inhib CS	TNAP inh hi DEA	TNAP inh noacc	PMI act satM6P	TNAP act hiacc	APP 5'UTR act	NF-kB neuron act	FLuc stim CS
O=c1c2ccccc2nc(/C=C/c2ccc(O)cc2)n1-c1cccc(O)c1	1	0.9	0	13	9	0.8	0.9	26	0.88	1
O=C1NC(=O)N(CCc2ccc(F)cc2)C(=O)/C1=C/c1cccs1	0.8	1	-6	1	7	1.1	1	-15	1.2	1.1

These rows are one share of the data (hit frequency here may not be typical).
